# ERG Ets-DNA blk – ERG Ets/DNA interaction inhibition; P11308; Potency, µM (doses to about 76.9 µM), without a hit: at the top dose FP activity, negative = inhibition, usual class: inhibitors; fluorescence polarization, His-ERG Ets domain / labelled DNA; 370,000 compounds, 0.028% hits; active means well fitted inhibition curve with a large enough effect in the polarisation, with a control signal flat; inconclusive means small, poorly fitted or top-dose-only effect, or effect the other way, or a change in a side signal; inactive means no such curve, though single readings can be large or run the other way; the % refers to the polarisation;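 further: polarization taken with two DNA probes labelled with fluorescein and Texas red; potency means the concentration at half of the fitted maximal effect; % of control where 0% means no effect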
#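 His-tagged ERG Ets domain (1 uM in the protein solution; 300mM KCl, 50mM Tris-HCl, 1mM EDTA, 1mM DTT, pH 7.5) received compound, then a probe mix of 5 nM fluorescein-DNA and 100nM Texas-615-DNA. Fluorescence polarization was read for both dyes.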
# GLS inh – glutaminase GLS (human) inhibition. O94925. 410,000 compounds, 0.21% hits. Potency, µM (highest dose often 45.5 µM), for the others: at the highest dose activity change, negative = inhibition, most hits filed as inhibitors. AID 624170. GLS enzymatic activity, qHTS titration; further: potency means the concentration at half of the fitted maximal effect; on the % scale 0 is the no-effect control and ±100 the full control effect
#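 Compounds were pin-transferred onto hKGA, after which L-glutamine (1 mM solution) and a detection mix of glutamate oxidase, HRP and Amplex Red were added. Initial and 30 min RT fluorescence reads were collected.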
# BAZ2B block – BAZ2B (human) inhibition; Q9UIF8; AlphaScreen BAZ2B-H3K14Ac peptide displacement; Potency, µM (doses to about 114 µM), for inactives: top-dose activity change, negative = inhibition, usual class: inhibitors; 360,000 compounds, 4.4% hits; AID 504333; further: potency means the concentration at half of the fitted maximal effect; on the % scale 0 is the no-effect control and ±100 the full control effect; nearly all actives have a fitted effect of over 60% in size
#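 AlphaScreen luminescence quantifies BAZ2B engagement of H3K14Ac peptide; the protein and biotinylated peptide are both at 50 nM final, buffer PBS pH 7.4 with 0.01% Tween-20, all steps at room temperature.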
# JMJD2A Tudor inh – blocks the human JMJD2A Tudor domain; O75164; AlphaScreen JMJD2A-Tudor / H3K4me3 peptide binding; Potency, µM (titrated, usually from 114 µM), for inactives: at the top dose activity change, negative = inhibition, actives largely listed as inhibitors; 390,000 compounds, 4.4% hits; AID 504339; further: potency means the concentration at half of the fitted maximal effect; on the % scale 0 is the no-effect control and ±100 the full control effect; nearly all actives have a fitted effect of over 50% in size
# ALOX12 inh – ALOX12 (human) lipoxygenase inhibition; P18054; purified 12hLO, xylenol orange hydroperoxide absorbance; Potency, µM (titrated, usually from 108 µM), for inactives: top-dose activity change, negative = inhibition, hits mostly inhibitors; 580,000 compounds, 1.1% hits; further: potency means the concentration at half of the fitted maximal effect; on the % scale 0 is the no-effect control and ±100 the full control effect
#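 Hydroperoxide product was detected by ferrous iron/xylenol orange as the 573 to 405 nm absorbance ratio. Arachidonic acid at 40 uM (final) was turned over for 30 min at room temperature by 150 nM human 12hLO, pH 7.0 Hepes buffer, after 15 min compound preincubation.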
# G9a inh – inhibitors of human histone lysine methyltransferase G9a; Q96KQ7; G9a H3K9 monomethylation, AlphaScreen, 2 h; Potency, µM (top dose mostly 102 µM), for inactives: at the highest dose activity, negative = inhibition, usual class: inhibitors; 350,000 compounds, 8.8% hits; further: potency means the concentration at half of the fitted maximal effect; on the % scale 0 is the no-effect control and ±100 the full control effect; nearly all actives have a fitted effect of over 75% in size
# Target sequence (Q96KQ7 913-1193 limits assumed): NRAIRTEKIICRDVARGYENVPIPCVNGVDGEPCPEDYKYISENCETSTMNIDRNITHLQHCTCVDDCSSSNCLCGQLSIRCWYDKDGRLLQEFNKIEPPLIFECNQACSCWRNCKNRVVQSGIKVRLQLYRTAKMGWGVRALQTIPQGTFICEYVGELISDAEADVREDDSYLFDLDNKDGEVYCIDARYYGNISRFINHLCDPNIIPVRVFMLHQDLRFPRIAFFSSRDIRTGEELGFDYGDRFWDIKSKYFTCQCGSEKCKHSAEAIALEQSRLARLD
#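 Compounds were preincubated with 20 nM G9a for 15 min, after which biotinylated H3K9 peptide (500 nM) and SAM (20 uM) started a 2 h room-temperature reaction. Monomethylated product was quantified by antibody-based AlphaScreen chemiluminescence.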
# PI4K2A block – blocks human PI4K2A kinase activity | purified PI4K2A, ADP-Glo luminescence, 1 h; stronger effect = lower value | activity change, negative = inhibition, % at 76.9 µM | 420,000 compounds, 0.13% hits | AID 1346378; in the data active means activity change below about -50%; inconclusive means mostly about -30% to -49%;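 further: -100% = wells without enzyme as full effect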
#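 Compounds are screened against recombinant PI4K2A using PI as substrate and ATP, the latter dispensed at 300 microM. Reactions run one hour at ambient temperature before ADP-Glo detection; full inhibition defined by wells lacking enzyme.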
# RGS4 inh – inhibitors of human regulator of G protein signaling 4 | Transcreener GDP fluorescence polarization, RGS4-accelerated GTP hydrolysis | 390,000 compounds, 0.039% hits | Potency, µM (series often up to 114 µM), without a hit: at the top dose activity change, negative = inhibition, actives largely listed as inhibitors | P49798; further: potency means the concentration at half of the fitted maximal effect; on the % scale 0 is the no-effect control and ±100 the full control effect; nearly all actives have a fitted effect of over 75% in size; some results filed as inactive show a strong effect at the top dose
# Target sequence (P49798 whole entry, looked up): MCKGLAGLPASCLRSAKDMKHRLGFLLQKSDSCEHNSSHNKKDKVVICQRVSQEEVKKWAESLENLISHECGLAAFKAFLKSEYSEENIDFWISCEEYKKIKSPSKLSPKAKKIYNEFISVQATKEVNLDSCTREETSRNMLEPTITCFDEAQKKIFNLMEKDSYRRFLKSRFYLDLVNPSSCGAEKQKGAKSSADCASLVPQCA
#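 MLSMR compounds (23 nl, pin-transferred) preincubated 10 min at room temperature with a 500nM (2x) first reagent, then RGS4 at 900nM (2x) plus Transcreener GDP mix added; fluorescence polarization (620/688 nm) read before and after 90 min at 30 °C.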
# HP1b binding inh – HP1-beta chromodomain-methylated histone interaction inhibition. AlphaScreen HP1-beta / biotin-H3K9me3 peptide binding. Potency, µM (highest dose often 114 µM), without a hit: top-dose activity change, negative = inhibition, most hits filed as inhibitors. 390,000 compounds, 0.56% hits. AID 540317; further: potency means the concentration at half of the fitted maximal effect; nearly all actives have a fitted effect of over 70% in size; inactives centre near 23
# Target sequence (P83916 whole entry, looked up): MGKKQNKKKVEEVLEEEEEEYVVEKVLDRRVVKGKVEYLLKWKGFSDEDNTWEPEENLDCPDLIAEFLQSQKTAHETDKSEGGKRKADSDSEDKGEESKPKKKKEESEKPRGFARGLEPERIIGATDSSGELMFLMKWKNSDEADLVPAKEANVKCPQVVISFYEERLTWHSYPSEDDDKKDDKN
#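 Compound inhibition of the preformed complex between 50 nM HP1-beta and 50 nM biotinylated H3K9me3 peptide was read by AlphaScreen. Buffer was PBS pH 7.4 with 0.01% Tween-20. Incubations ran 30 min at room temperature, with 10 ug/mL donor/acceptor beads.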
# Numbers without * were called inactive; i = inactive; ? = inconclusive; . = not tested or not shown; [ ] = dose if it differs, or a comment. Unless noted, the call rests on the fitted dose curve; in most records, active means well fitted curve in the direction sought with a large enough effect; inconclusive means small, poorly fitted or top-dose-only effect, or another doubt; inactive means no such curve, though single readings can be large; an effect the other way counts as inactive or inconclusive. Not all compounds are listed; the hit share may differ from the screen's.
SMILES,ERG Ets-DNA blk,GLS inh,BAZ2B block,JMJD2A Tudor inh,ALOX12 inh,G9a inh,PI4K2A block,RGS4 inh,HP1b binding inh
CCc1nc2ccccc2c(C(=O)OCC(=O)N(C)Cc2ccccc2)c1C,-15%,1%,.,5%,10%,.,-1,-11%,69%[activator]
Cc1cc(C2=NNC(=NCCc3ccccc3)SC2)c(C)n1CC1CCCO1 (stereo unspecified),9%,-8%,-37%,50µM*,?,35µM*,-8,-25%,?
O=C(Cn1cnc2ccccc2c1=O)NNC(=O)c1cccc([N+](=O)[O-])c1,0%,20%,-6%,6%,17%,1%[12.7 µM],0,-15%,50%[activator]
C#CCNC(=O)C1=C[C@@H](c2ccc3c(c2)OCO3)C[C@@H](OCCCCO)O1,16%,0%,.,-15%,?,.,-8,7%,23%
CC(C)(C)C(=O)Nc1ccnn1C1CCN(C(=O)c2ccc(Cl)cc2F)CC1,-4%,15%,-28%,26%,0%,.,-1,26%,34%[activator]
COc1ccccc1CNC(=O)C(=O)NCC1OCCCN1S(=O)(=O)c1cccs1 (stereo unspecified),12%,-14%,-2%,-6%,i,17%,2,7%,32%
O=C(CS(=O)(=O)c1cccc2nsnc12)N1CCN(c2ccc(F)cc2)CC1,-1%,28%,0%,-12%,?,21%[59 µM],2,-8%,25%[57 µM]
CC(=O)c1c(C)n(-c2cccc(Cl)c2)c2ccc(O)cc12,-8%,-4%,0%,-20%,-23%,35µM*,-4,-4%,8%
Cc1cc(C)n(-c2ccc3nnc(C)n3n2)n1,-2%,-11%,-11%,5%,0%,4%,12,-22%,33%
O=C(NCc1ccc(Cl)cc1)C(=O)NCC(c1cccnc1)N1CCN(c2ccccc2)CC1 (stereo unspecified),1%,12%,-12%,-21%,4%,1%[59 µM],-10,14%,12%
CCC(=O)c1ccc(OC(=O)C2CCN(C3=NS(=O)(=O)c4ccccc43)CC2)cc1,-5%,4%,11%,-6%,-3%,-5%[0.501 µM],-2,18%,22%
COc1ccc(S(=O)(=O)N(C)C[C@@H]2Oc3ccc(NS(C)(=O)=O)cc3C(=O)N([C@@H](C)CO)C[C@H]2C)cc1,15%,1%,.,-8%,-28%,.,-6,7%,28%
O=C(Nc1ccnn1C1CCN(Cc2ccc(CO)o2)CC1)c1ccccc1Cl,2%,0%,2%,-9%,-7%,55%[activator],2,2%,27%
CC(=O)c1ccccc1OCC(O)CN1CCN(c2ccccn2)CC1 (stereo unspecified),3%,8%,-30%,-22%,?,.,-4,15%,30%
CC(=O)Oc1cc(C(=O)OCC(=O)NC23CC4CC(CC(C4)C2)C3)cc(OC(C)=O)c1OC(C)=O,-5%,-8%,.,3.5µM*,?,.,-3,-26%,?
COc1ccc(-c2oc(=O)c3cc(OC)c(OC)cc3c2C#C[C@]2(O)CC[C@H]3[C@@H]4CCc5cc(OC)ccc5[C@H]4CC[C@@]32C)cc1,-2%,3%,.,-25%,?,.,-1,-3%,11%
COc1cc(NS(=O)(=O)c2ccc(F)cc2)c(C(=O)O)cc1OC,-2%,17%,-5%,-9%,?,?,2,-27%,59%[activator]
COc1ccc2cc(CNc3ccc(C)cc3)c(=O)n(CC(=O)Nc3cccc(Cl)c3C)c2c1,-2%,-7%,-2%,5%,90%[activator],?,3,-18%,50%[activator]
O=C(NN1C(=O)C2C3C=CC(O3)C2C1=O)c1cccc(Br)c1 (stereo unspecified),12%,1%,-11%,3%,3%,?,-9,-13%,46%[activator]
Cc1ccc(C(=O)OCC(=O)c2ccccc2)cc1,5%,-1%,13%,9%,-3%,87%[activator],-2,-18%,52%[activator]
COCC(C)n1c(SCC(=O)NC(=O)NC2CCCC2)nc2ccccc2c1=O (stereo unspecified),-4%,0%,-2%,-11%,-30%,17%[12.7 µM],1,-3%,22%
COc1ccccc1NC(=O)C(C)NC(c1ccccc1)c1ccccc1 (stereo unspecified),5%,5%,1%,-14%,12%,10%,0,14%,11%
Cc1cccc(NC(=O)CCC2CCN(Cc3nccs3)CC2)c1,11%,-1%,-16%,-15%,10%,3%[0.501 µM],10,30%,9%[57 µM]
CC(C)CCn1c(SCC(=O)Nc2ccccc2C(F)(F)F)nc2nccnc2c1=O,-3%,4%,79µM*,-27%,?,6.3µM*,-4,-17%[56.9 µM],12%
CCOc1cc2sc(N3CCC(C(=O)Nc4cc(C)cc(C)c4)CC3)nc2cc1Br,5%,-2%,13%,-3%,?,31%[59 µM],-1,2%,83%[activator]
CCc1ccc(-c2nn(Cc3ccccc3)cc2C(=O)NCC2CCCO2)cc1 (stereo unspecified),5%,?,4%,-8%,-2%,21%[2.33 µM],-1,13%,32%
O=c1[nH]snc1-c1c(Cl)cccc1Cl,0%,7%,.,-12%,9%,.,0,8%,21%
CSc1nc2ccc(NS(=O)(=O)c3ccc4c(c3)OCCO4)cc2s1,5%,16%,0%,-25%,0%,?,-2,29%,0%
Cc1cccc(N2CCN(C(=O)Cc3ccc(-n4c(=O)[nH]c5ccsc5c4=O)cc3)CC2)c1C,-7%,12%,-12%,-30%,-25%,?,-4,-3%,11%
O=C(Nc1ccc(F)cc1)C(c1ccccc1)N1CCN(CC(=O)N2CCCC2)CC1 (stereo unspecified),10%,4%,9%,-4%,?,?,-3,1%,34%
Cc1ccc(NCCC#N)cc1C,5%,-19%,-1%,-31%,3%,?,3,-34%,-4%
Clc1ccc(C2=NOC(c3nnc(-c4ccccc4)o3)C2)cc1 (stereo unspecified),2%,6%,1%,4%,11%,-8%[59 µM],-3,0%,26%
O=C(Nc1ccc2nc(-c3ccco3)c(-c3ccco3)nc2c1)N1CCN(c2ccccn2)CC1,8%,-9%,?,?,?,2.5µM*,?,?,25µM*
Cc1coc2c(C)c3oc(=O)c(CCC(=O)NCc4ccccn4)c(C)c3cc12,2%,-1%,18%,-11%,14%,.,1,-17%,39%[activator]
Cc1oc(-c2ccccc2)cc1C(=O)Nc1cccc2ccccc12,5%,0%,-27%,-5%,?,?,-2,?,13%
CCOC(=O)CCc1c(C)c2ccc(OC3CCCCC3=O)c(C)c2oc1=O (stereo unspecified),4%,9%,-3%,-8%,0%,-6%,-5,0%,38%
COc1ccc(OC(=O)COc2cc(C)ccc2C)cc1,0%,6%,101%[activator],135%[activator],22%,2%,4,-8%,169%[activator]
CSC1=N/C(=C\c2c(F)cccc2Cl)C(=O)S1,-8%,6%,-39%,-15%,?,?,-5,-39%,23%
O=C(/C=C1\NC2(CCCC2)Cc2ccccc21)C(=O)N/N=C/c1ccc(O)c(O)c1,0%,?,40µM*,10µM*,35µM*,11µM*,-5,-2%,?

# Already shown: an excerpt of the list.
SMILES,ERG Ets-DNA blk,GLS inh,BAZ2B block,JMJD2A Tudor inh,ALOX12 inh,G9a inh,PI4K2A block,RGS4 inh,HP1b binding inh
COCC(C)n1c(SCC(=O)NC(=O)NC2CCCC2)nc2ccccc2c1=O (stereo unspecified),-4%,0%,-2%,-11%,-30%,17%[12.7 µM],1,-3%,22%
COc1ccccc1NC(=O)C(C)NC(c1ccccc1)c1ccccc1 (stereo unspecified),5%,5%,1%,-14%,12%,10%,0,14%,11%
Cc1cccc(NC(=O)CCC2CCN(Cc3nccs3)CC2)c1,11%,-1%,-16%,-15%,10%,3%[0.501 µM],10,30%,9%[57 µM]
CC(C)CCn1c(SCC(=O)Nc2ccccc2C(F)(F)F)nc2nccnc2c1=O,-3%,4%,79µM*,-27%,?,6.3µM*,-4,-17%[56.9 µM],12%
CCOc1cc2sc(N3CCC(C(=O)Nc4cc(C)cc(C)c4)CC3)nc2cc1Br,5%,-2%,13%,-3%,?,31%[59 µM],-1,2%,83%[activator]
CCc1ccc(-c2nn(Cc3ccccc3)cc2C(=O)NCC2CCCO2)cc1 (stereo unspecified),5%,?,4%,-8%,-2%,21%[2.33 µM],-1,13%,32%
O=c1[nH]snc1-c1c(Cl)cccc1Cl,0%,7%,.,-12%,9%,.,0,8%,21%
CSc1nc2ccc(NS(=O)(=O)c3ccc4c(c3)OCCO4)cc2s1,5%,16%,0%,-25%,0%,?,-2,29%,0%
Cc1cccc(N2CCN(C(=O)Cc3ccc(-n4c(=O)[nH]c5ccsc5c4=O)cc3)CC2)c1C,-7%,12%,-12%,-30%,-25%,?,-4,-3%,11%
O=C(Nc1ccc(F)cc1)C(c1ccccc1)N1CCN(CC(=O)N2CCCC2)CC1 (stereo unspecified),10%,4%,9%,-4%,?,?,-3,1%,34%
Cc1ccc(NCCC#N)cc1C,5%,-19%,-1%,-31%,3%,?,3,-34%,-4%
Clc1ccc(C2=NOC(c3nnc(-c4ccccc4)o3)C2)cc1 (stereo unspecified),2%,6%,1%,4%,11%,-8%[59 µM],-3,0%,26%

# Compound activity from PubChem.
